# GSK3beta inhib: human GSK3beta kinase inhibitors, primary screen, biochemical, cell-free homogeneous, HTS | Glycogen synthase kinase-3 beta (Homo sapiens), P49841 | GST-GSK3beta kinase, ADP-Glo luminescence, 60 min; active compounds read low | activity score (negative = inhibition), % at 10 µM | 300,000 tested, 0.038% active;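 active = more than half of replicate wells score below -50%, meaning over 50% inhibition versus plate controls; inconclusive = some replicates but at most half score below -50%; inactive = no replicate scores below -50%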;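 note: 0% = median DMSO wells and -100% = median GW8510 positive control wells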
# Target sequence (P49841 whole entry, looked up): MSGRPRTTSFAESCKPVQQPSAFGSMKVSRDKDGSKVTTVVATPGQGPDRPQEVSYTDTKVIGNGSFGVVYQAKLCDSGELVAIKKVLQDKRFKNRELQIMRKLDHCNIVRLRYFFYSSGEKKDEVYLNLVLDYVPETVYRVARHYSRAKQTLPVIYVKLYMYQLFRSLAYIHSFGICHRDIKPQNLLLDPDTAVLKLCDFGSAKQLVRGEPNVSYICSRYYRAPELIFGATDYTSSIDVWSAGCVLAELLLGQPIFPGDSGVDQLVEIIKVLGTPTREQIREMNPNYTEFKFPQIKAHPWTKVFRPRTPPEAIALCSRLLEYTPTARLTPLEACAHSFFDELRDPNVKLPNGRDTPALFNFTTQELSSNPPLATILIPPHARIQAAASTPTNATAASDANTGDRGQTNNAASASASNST
#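 Test system: GST-tagged human GSK3beta kinase, cell-free; evaluation: activity score scaled between in-plate DMSO and GW8510 controls; measured by: ADP-Glo luminescence; incubation: 60 min reaction, RT; benchmarks: DMSO and 20 µM GW8510; reagent: peptide substrate plus 25 µM ATP (final); medium: Tris/MgCl2 kinase buffer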
# HSP90 inh: HSP90 inhibitors, primary screen, cell lysate, luminescence | Heat shock protein HSP 90 (rabbit reticulocyte lysate; luciferase refolding) | Rabbit reticulocyte lysate, luciferase refolding luminescence, 3 h | inhibition, % at 5.6 µM | 290,000 tested, 0.91% active;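 active = inhibition above the screen-wide mean plus 3 SD, computed separately per campaign, cut at about 16% in these data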;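 note: 0% = DMSO wells and 100% = 60 µM geldanamycin wells; inhibitors lower the luminescence because luciferase stays unfolded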
# PolyA inhibitor: polyadenylation inhibitors in yeast reporter cells, primary screen, luminescence, S. cerevisiae; S. cerevisiae SKY197-pL101 polyadenylation reporter, beta-gal luminescence; efflux-impaired pdr1/pdr3 knockout yeast; score 100 = 6 SD above DMSO; AID 1875, 2009; 300,000 tested, 0.02% active; calls only at 12 µM;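 active = lowest replicate activity score at least 50, where 100 means six control SD above control mean; inconclusive = lowest score under 50 but half or more replicates reach 50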;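 note: yeast exposed to compound for 9 h at 30 °C; higher score means more reporter readthrough which indicates perturbed polyadenylation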
# DYRK1A inh: rat Dyrk1A kinase inhibitors, primary screen, biochemical, single point, plate reader | Dual specificity tyrosine-phosphorylation-regulated kinase 1A (Rattus norvegicus), Q63470 | 310,000 tested, 0.43% active | ADP-Glo luminescence, NFATc1 peptide | inhibition, % at 12.5 µM; in the data active = inhibition above about 50%;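 note: plate controls were vehicle with enzyme for no effect and no enzyme for full effect; many of its hits are not listed in these tables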
# HDAC3 inh: HDAC3 deacetylase inhibitors, primary screen, biochemical, fluorescence, cell-free homogeneous; Histone deacetylase 3 (Homo sapiens), O15379; recombinant HDAC3, fluorogenic peptide/trypsin coupled; inhibition, % at 8.3 µM; 320,000 tested, 0.15% active; AID 2718, 2010; in the data active = inhibition above about 26%, passing the limit was not always enough; inconclusive = no clear call, values can overlap the other calls
# Target sequence (O15379 whole entry, looked up): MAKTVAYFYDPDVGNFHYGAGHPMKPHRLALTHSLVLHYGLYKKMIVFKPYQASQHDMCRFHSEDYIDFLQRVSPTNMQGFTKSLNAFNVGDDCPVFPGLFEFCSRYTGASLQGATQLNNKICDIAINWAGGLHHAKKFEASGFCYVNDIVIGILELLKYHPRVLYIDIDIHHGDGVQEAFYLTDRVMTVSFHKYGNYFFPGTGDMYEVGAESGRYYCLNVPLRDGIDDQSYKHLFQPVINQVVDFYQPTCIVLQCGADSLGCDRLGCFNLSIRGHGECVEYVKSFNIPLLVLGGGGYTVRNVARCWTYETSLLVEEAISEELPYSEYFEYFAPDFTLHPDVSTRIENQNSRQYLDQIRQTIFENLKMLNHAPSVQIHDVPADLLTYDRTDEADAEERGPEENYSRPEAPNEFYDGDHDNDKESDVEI
# Platelet DG rel: inhibitors of platelet dense granule secretion, primary screen, cell-based, MLPCN, human platelets | human platelet-rich plasma, SFLLRN dense granule ATP release, luminescence | inhibition, %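 (compounds screened at 7.5 µM in platelet-rich plasma)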 | 300,000 tested, 0.22% active | AID 1663, 2009;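 active = mean replicate score, as percent of positive control, at or above 50; inconclusive = mean below 50 but at least one replicate at or above 50; inactive = mean and every replicate below 50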
# HSF1 inh: HSF1 inhibitors in luciferase reporter cells, primary screen, cell-based, NIH3T3, luminescence; NIH3T3-HGL HSE-luciferase, MG132-induced, luminescence 8 h; active compounds read low; activity change, negative = inhibition, % at 7.5 µM (by protocol); 300,000 tested, 0.77% active; AID 2098, 2009;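 active = more than half of replicate wells show activity change below -50%, luminescence cut by over half; inconclusive = some wells, but at most half, below -50%; inactive = no replicate well below -50%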;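 note: luciferase reports HSF-1 transcriptional activity via heat shock element; 0% = median of DMSO wells and -100% = zero luminescence signal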
# GSK3A inh: blockers of GSK3A enzyme activity – biochemical, luminescence, cell-free homogeneous, HTS, primary screen; Glycogen synthase kinase-3 alpha (Homo sapiens), P49840; GSK-3 alpha kinase, ADP-Glo luminescence, 60 min; inhibition, % at 10 µM; 320,000 tested, 0.1% active; AID 2650, 2010;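 in the data active = inhibition above about 50%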;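 note: GST-tagged GSK-3 alpha with peptide substrate and 25 µM ATP; 0% = DMSO neutral wells and 100% = GW8510 positive control wells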
# AI-2 QS mod: Vibrio harveyi AI-2 quorum sensing modulators, primary screen, JMH597 strain, luminescence/OD600 ratio | Vibrio harveyi JMH597 AI-2 luminescence/OD600 ratio, 9 h; active compounds read low; strain lacks LuxN and CqsS sensors; 0 = neutral-control median | activity change, % at 7.5 µM | 300,000 tested, 0.4% active; in the data active = activity change below about -75%, passing the limit was not always enough; inconclusive = no clear call, values can overlap the other calls;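 note: luminescence divided by OD600 gain over 9 h not by final OD600 alone; inactives centre near 13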
# HSF1 activator: HSF-1 activators, primary screen, NIH3T3-HGL cells, MG132 stress, luminescence, single point; NIH3T3-HGL HSF-1 luciferase reporter, 8 h; 100% = twice DMSO control signal; activation, % at 9 µM; 300,000 tested, 1.7% active; AID 504408, 2011;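 active = mean replicate activation of at least 50% with a set share of replicates each reaching 50%; inconclusive = only one of those two conditions met; inactive = mean below 50% and too few replicates reaching it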;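 note: 0% = median of the neutral control wells and 100% = twice that signal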
# * marks the source's active call; other numbers are inactive results; i = inactive; ? = inconclusive; · = not tested or not shown. A portion of the library; the hit share may differ from the screen's.
SMILES,GSK3beta inhib,HSP90 inh,PolyA inhibitor,DYRK1A inh,HDAC3 inh,Platelet DG rel,HSF1 inh,GSK3A inh,AI-2 QS mod,HSF1 activator
O=C(Nc1nnc(Cc2ccccc2F)s1)c1ccccc1Cl,-2,0,i,-1,-5,3,-9,-2,-7,35
CCOC(=O)CC(N)c1ccc2c(c1)OCO2 (centres undefined),3,2,i,·,-2,2,0,-5,20,3
COC(=O)Cn1c(=O)cnc2ccccc21,-3,-3,i,8,-3,-4,-1,1,15,-2
CCc1nnc(NC(=O)CN2CCN(c3ccccc3OC)CC2)s1,4,-2,i,·,-4,2,-9,-2,9,4
Cc1ccccc1NC1=C/C(=N\S(=O)(=O)c2ccc(C(=O)O)cc2)c2ccccc2C1=O,-13,98*,i,62*,10,-2,-9,22,100,-1
Nc1nonc1C(=O)OCC(=O)c1ccc(Cl)cc1,-1,2,i,-7,·,-3,-2,·,-5,-12
Cc1cc2c(cc1S(=O)(=O)Nc1ccc(OC(F)(F)F)cc1)OCC(=O)N2,-2,4,i,2,·,-15,-5,·,29,-10
COc1cc(C(=O)Nc2sc3c(c2C#N)CCN(C(C)=O)C3)cc(OC)c1OC,0,1,i,13,6,-19,-5,-1,-7,-8
O=C(NCc1ccccc1)C1CCCN(S(=O)(=O)c2ccc(Br)cc2)C1 (centres undefined),-1,7,i,-8,-11,-3,4,0,6,0
CCOc1ccc(C2N(c3ccc(F)cc3)C(=O)C3CCCN32)cc1OC (centres undefined),2,0,i,1,-2,1,-52*,-3,19,-65
O=C(NC(=S)N(CC1CCC1)CC1CCCO1)c1cccc([N+](=O)[O-])c1 (centres undefined),3,2,i,2,-3,-20,-1,1,3,5
CC(C)COc1ccc(CNC(=S)NCc2ccccc2)cc1,4,0,i,-2,3,-1,10,4,-5,6
N#Cc1ccc(-c2csc(NC(=O)c3ccc(N4C(=O)CCC4=O)cc3)n2)cc1,2,1,i,-1,0,2,-3,1,-1,-2
COc1ccc(C2=Nn3c(nnc3C3CCCCC3)SC2)cc1OC,1,2,i,2,-6,-6,-1,-1,42,-19
O=C(CN1C(=O)CC(c2ccccc2)=Nc2ccccc21)NCc1ccco1,-1,-2,i,0,6,1,17,-5,3,71*
CCc1sc(NC(=O)c2cc3ccccc3oc2=O)nc1-c1cccs1,0,-3,i,10,-6,-8,-9,-2,12,11
COc1ccc(NC(=O)N2CCCC2C(=O)NCc2cccs2)cc1 (centres undefined),1,-2,i,-9,-4,-3,-11,-2,14,-29
O=C(CSc1ccc2nnc(-c3ccccn3)n2n1)Nc1ccccc1,-2,-2,i,0,3,-3,-2,0,25,2
O=C(NNc1nc2c(F)cc(F)cc2s1)C1COc2ccccc2O1 (centres undefined),2,1,i,9,1,2,-2,-43,18,-4
COc1ccc(COc2ccc(C3C(S(=O)(=O)c4ccccc4)CON3C)cc2OC)cc1 (centres undefined),2,1,i,-11,2,3,-11,-1,-1,6
NC(=NC(=O)c1ccc(Cl)cc1)N1N=CCC1c1ccccc1 (centres undefined),-1,3,i,1,-1,14,11,1,12,13
Cc1ccc(Oc2nn[nH]n2)cc1,2,1,i,2,0,5,-11,-1,14,-12
COc1cccc(C(=O)NCC(=O)n2nc(C)cc2C)c1,-1,-4,i,4,0,-2,0,1,6,-8
O=C(N/N=C/c1ccc(N2CCOCC2)cc1)c1cccs1,-2,5,i,1,3,29,16,1,18,19
CCOc1ccc(C2NC(=O)c3ccccc3O2)cc1OCC (centres undefined),-1,-1,i,-3,2,8,-8,2,10,-6
CC(=O)c1cc2c(s1)-c1cc(F)ccc1OC2,0,2,i,-2,-14,2,5,3,15,5
O=S(=O)(Nc1cnc2ccccc2c1)N1CCCCCC1,4,-2,i,8,17,-5,6,0,21,9
NNC(=O)c1ccc(Cn2cc(Br)cn2)o1,-2,0,i,·,4,3,0,-6,28,8
CC(C)(C)NC(=O)C(c1ccccc1F)N(Cc1ccco1)C(=O)c1csnn1 (centres undefined),-3,-2,i,9,2,0,-5,·,18,14
COC(=O)c1ccccc1S(=O)(=O)Oc1ccc(-c2ccc(C(=O)O)cc2)cc1,0,-1,i,-2,-1,3,-8,-2,10,-7
Cc1nnc(-c2ccccc2)c(=O)n1/N=C/c1c(O)ccc2ccccc12,2,-5,i,-3,-5,-26,-12,0,51,-6
CCCC(=O)N1CCCC(C(=O)c2cccc(OC(C)C)c2)C1 (centres undefined),0,3,i,·,3,-10,21,-1,6,37
CC(C)[C@H](NC(=O)OCc1ccccc1)C(=O)OCC(=O)Nc1ccc(N2CCOCC2)cc1,0,·,i,0,6,-1,-2,-3,7,5
O=C1N=C(N2CCN(Cc3ccccc3)CC2)S/C1=C/c1cccs1,1,-4,i,·,6,-49,13,-15,17,17
O=C(Nc1cccc2cccnc12)c1cccc2ccccc12,0,4,i,-4,10,-9,·,-4,-6,·
CCOc1cccc(-c2nnc3sc(C4CCCCC4)nn23)c1,-4,-2,i,15,-5,-6,-32,1,-3,-35
COc1ccc([N+](=O)[O-])cc1NC(=O)C(C)OC(=O)c1ccccn1 (centres undefined),-5,2,i,-5,0,-1,-9,-1,23,2
CSC(=S)N/N=C/c1c[nH]c2ccccc12,8,0,i,4,11,6,20,6,-18,40
O=S(=O)(Nc1nc2ccccc2nc1NCC1CCCO1)c1cccc(Cl)c1 (centres undefined),2,-3,i,6,-6,9,14,·,23,3
O=C(NCC(=O)N1CCN(S(=O)(=O)c2ccccc2C(F)(F)F)CC1)c1sc2ccccc2c1Cl,·,·,i,-1,10,-10,0,-2,·,11
O=C(Nc1ccc2ccccc2c1)c1cc(F)c(F)cc1Cl,0,-3,i,·,1,-7,53,0,21,59*
Cc1nn(C(CC(=O)O)C(=O)O)c(C)c1Br (centres undefined),-1,6,i,0,1,-3,14,0,22,?
CC1CC(=O)C2=C(C1)Nc1ccccc1N=C2 (centres undefined),1,10,·,11,3,-5,·,2,20,·
Cc1nonc1OCCN1CCN(c2ccc([N+](=O)[O-])cc2)CC1,3,-1,i,-5,4,0,-6,-1,39,-3
COC(=O)c1cnn(-c2ccc(F)cc2F)c1/C=N/NC(N)=S,1,-3,i,·,11,?,-1,1,25,14
CC(C)(C)Cc1nnc(NC(=O)c2cc(-c3ccccc3)nc3ccccc23)s1,0,1,i,0,0,2,-5,-1,8,-1
O=[N+]([O-])c1ccc(N2CCN(c3ccc(Cl)nn3)CC2)c(Cl)c1,-1,-1,i,-4,2,2,-7,-3,11,9
COc1ccccc1C(=O)Nc1cccc(N(C)S(C)(=O)=O)c1,3,0,i,2,-2,10,8,0,18,50*
O=C(COC(=O)c1cc(Cl)ccc1O)NCC1CCCO1 (centres undefined),1,·,i,-3,·,-1,-1,·,20,-5
O=C(CSc1nc(Nc2ccccc2)nc(N2CCOCC2)n1)N1CCc2ccccc21,0,-2,i,4,1,-1,15,-1,5,26
O=C(COc1ccc(F)cc1)Nc1ccc(-n2cnnn2)cc1,-1,-3,i,14,-4,-3,-3,-3,19,-4
COc1ccc(C2C3=C(CC(C)(C)CC3=O)N(CC(=O)O)C3=C2C(=O)CC(C)(C)C3)cc1OC,0,7,i,-1,0,11,-4,-3,-5,7
CCC(c1nnc(SCC(=O)N2CCOCC2)n1C1CCCCC1)N(C)C (centres undefined),2,0,i,-6,-4,11,-5,-5,20,13
C=CCN(c1ccccc1)S(=O)(=O)c1cccc(C(=O)O)c1,-1,4,i,-1,1,3,-5,-1,32,-7
O=C(CC1C(=O)NCCN1Cc1cccc(C(F)(F)F)c1)NC1CCCCCC1 (centres undefined),1,0,i,-2,-2,-3,-2,-2,20,-3
NS(=O)(=O)c1ccc(N/N=C/c2ccncc2)cc1,1,-2,i,0,5,16,?,-1,4,-35
Cc1ccccc1NC(=O)c1sc2nc3c(c(-c4ccco4)c2c1N)CCCC3,0,-2,i,-3,-7,-1,3,0,23,8
Cc1ccc2nc(-c3ccccn3)oc2c1,0,13,i,-43,-50,24,16,0,16,31
O=[N+]([O-])c1cc(C(F)(F)F)cc([N+](=O)[O-])c1Sc1n[nH]c(C(F)(F)F)n1,1,5,i,4,-2,-9,11,1,33,15
C=CCSc1nnc(NC(=O)CSc2nc(CCC)cc(=O)[nH]2)s1,1,-4,i,-4,-2,7,-1,-1,19,-7

# (cont.)
SMILES,GSK3beta inhib,HSP90 inh,PolyA inhibitor,DYRK1A inh,HDAC3 inh,Platelet DG rel,HSF1 inh,GSK3A inh,AI-2 QS mod,HSF1 activator
COc1cc(NC(=O)CC(C)C)ccc1NC(=O)c1ccco1,1,1,i,-4,-7,-13,20,-3,10,54*
CCc1ccc(NC(=O)Nc2cnccn2)cc1,-2,3,i,3,4,7,22,1,-2,27
O=C(CSc1ccccn1)Nc1ccc(N2CCOCC2)cc1,2,-2,i,·,0,-20,-1,-4,27,4
O=C(c1ccccc1-c1ccccc1)N1CCCCC1,0,4,i,-3,?,2,-7,-3,22,7
OC(COCc1ccc2c(c1)OCO2)CN1CCCCC1 (centres undefined),-1,4,i,3,1,27,-12,3,6,-5
Cc1ccc(-c2nc3ccccc3[nH]2)cc1NC(=S)NC(=O)c1ccccc1Br,5,-3,i,13,11,-1,18,-2,39,30
O=C(Cc1ccc(S(=O)(=O)N2CCCCC2)s1)Nc1ccc(F)c(F)c1,2,-1,i,-4,13,-25,-1,-1,16,1
Cc1ccccc1NC(=S)N(Cc1ccco1)C(C)c1ccccn1 (centres undefined),2,-6,i,-3,1,13,1,1,32,25
O=C(NCc1ccc(Cl)cc1)C1CCN(c2cnccn2)CC1,1,-1,i,8,-2,6,-2,1,-48,0
COc1cc(Cl)ccc1OCc1cc(C(=O)N2CCN(c3ccccn3)CC2)no1,-3,5,i,2,-5,3,6,-2,16,-14
